Source: PubChem
AID inhibitor: Primary qHTS assay for inhibitors of Activation Induced Cytidine Deaminase (AID): AID signal; Single-stranded DNA cytosine deaminase (Homo sapiens), Q9GZX7; AID deamination FRET fluorescence, UDG-coupled, 4 h; Potency, µM (top dose mostly 115 µM), for the others: at the top dose activity change, negative = inhibition, usual class: inhibitors; 91,000 tested, 0.32% active; AID 1347428, 2020; also: nearly all actives have a fitted effect of over 25% in size
Target sequence (Q9GZX7 whole entry, looked up): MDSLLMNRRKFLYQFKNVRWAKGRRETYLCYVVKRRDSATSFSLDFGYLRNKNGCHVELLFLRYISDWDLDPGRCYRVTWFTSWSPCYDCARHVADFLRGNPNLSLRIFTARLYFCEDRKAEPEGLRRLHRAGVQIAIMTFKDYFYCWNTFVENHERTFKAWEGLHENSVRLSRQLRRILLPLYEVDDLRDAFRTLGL
UDG counter: Primary qHTS assay for inhibitors of Activation Induced Cytidine Deaminase (AID): UDG Counterscreen signal; 91,000 tested, 0.14% active; AID 1347430, 2020; Potency, µM (titrated, usually from 115 µM), for inactives: top-dose activity change, negative = inhibition, usual class: inhibitors; FRET deamination/UDG coupled assay, UDG read, 4 h; also: nearly all actives have a fitted effect of over 65% in size
* = called active by the depositor; u = inconclusive; [ ] = remark or other dose. Calls follow the shape of the dose curve; as a rule, active = well fitted curve in the direction sought with a large enough effect; inconclusive = small, poorly fitted or top-dose-only effect, or another doubt; inactive = no such curve, though single readings can be large; an effect the other way counts as inactive or inconclusive. % is scaled to controls: 0 for no effect and ±100 for the full control effect; potency is read from the fitted curve at half-maximal effect. This is a subset. The share of hits here may be higher or lower than overall.

SMILES	AID inhibitor	UDG counter
O=C(CCc1ncc(-c2ccc(Cl)cc2)o1)N1CCC(Cc2ccccc2)CC1	-27%	-17%
O=C(O)c1cccc2c1C(=O)C(CC1CCCO1)N2 (stereo not drawn)	-2%	-5%
CCOc1ccccc1C(=O)Nc1nc2c(s1)CC(C)CC2 (stereo not drawn)	19%[57.5 µM]	-18%[57.5 µM]
CCSc1nnc2c(n1)OC(c1ccc(C)s1)Nc1ccccc1-2 (stereo not drawn)	9%	0%
CCc1ccc(CN(Cc2ccco2)C(=O)c2ccccc2)cc1	-17%	-4%
O=C(OCc1ccc(Cl)cc1Cl)C1CCC1	1%	4%
NC(=O)c1ccc(NC(=O)c2ccccc2CSc2nc3ccccc3o2)cc1	-23%	-5%
Cc1cccc(CSc2cn(CC(=O)N3CCCC3)c3ccccc23)c1	-8%	-18%
CCOc1ccc(-c2cc3nc(C4CCN(C(=O)OC(C)(C)C)CC4)c(C(=O)Nc4ccc(C)c(F)c4)cn3n2)cc1	12%	5%
CC1=C(C(=O)Nc2cccnc2)C(c2cccc(Br)c2)n2nc(SCc3ccccc3)nc2N1 (stereo not drawn)	-12%	-4%
CCN(Cc1cccc(C)c1)C(=O)c1csc(S(N)(=O)=O)c1	-8%	-3%
CCc1nn2c(=O)cc(COC(=O)c3ccc(NC(=O)COc4ccc(C)cc4)cc3)nc2s1	-2%	-4%
CC1CCN(C(=O)CN2c3ccc(C(C)C)cc3-c3ccccc3S2(=O)=O)CC1	u	-3%
COc1ccc(NCc2cccn2-c2nnc(N3CCCCC3)s2)cc1OC	37%[activator]	-15%
CNS(=O)(=O)c1ccc(C(=O)NCC2(c3ccccc3)CC2)cc1	-7%	-7%
Cc1ccc(C)c(Oc2ccc(CNC(=O)c3nccnc3N)cn2)c1	-15%	-7%
O=C(CCCCn1c(=O)c2ccccc2n(Cc2cccc(F)c2)c1=O)NCc1ccc2c(c1)OCO2	30%[activator]	4%
COc1ccc(NC(=O)CCS(=O)(=O)c2nc(-c3ccc4c(c3)OCO4)cc(C(F)(F)F)n2)cc1OC	u	-17%
CCCN1C(=O)C(Cc2nc3ccccc3c(=O)n2CC)c2cc(Br)ccc21 (stereo not drawn)	14%	-11%
Cc1cccc(CSc2ncc(Cl)c(C(=O)Nc3nc4ccc(F)cc4s3)n2)c1	7%	-10%

Rewritten with each value named: part of the list above
O=C(CCCCn1c(=O)c2ccccc2n(Cc2cccc(F)c2)c1=O)NCc1ccc2c(c1)OCO2
  AID inhibitor: 30%[activator]
  UDG counter: 4%

COc1ccc(NC(=O)CCS(=O)(=O)c2nc(-c3ccc4c(c3)OCO4)cc(C(F)(F)F)n2)cc1OC
  AID inhibitor: u
  UDG counter: -17%

CCCN1C(=O)C(Cc2nc3ccccc3c(=O)n2CC)c2cc(Br)ccc21 (stereo not drawn)
  AID inhibitor: 14%
  UDG counter: -11%

Cc1cccc(CSc2ncc(Cl)c(C(=O)Nc3nc4ccc(F)cc4s3)n2)c1
  AID inhibitor: 7%
  UDG counter: -10%

The list goes on.
SMILES	AID inhibitor	UDG counter
CC(=O)Nc1ccc(NC(=O)CN2C(=O)CCc3cc(S(=O)(=O)N4CCCCC4)ccc32)cc1	-8%	6%
O=C(c1cnc(N2CCOCC2)c2ccccc12)N1CCN(c2ccc(F)cc2)CC1	6%	38%[activator]
N#Cc1c(N)n[nH]c1CCCNC(=O)c1ccc(-c2ccccc2)cc1	-3%	-1%
CCN(CC)c1cc(C)c2cc(NC(=O)/C=C/c3cc(OC)c(OC)c(OC)c3)ccc2n1	35%[activator]	-10%
CCc1ccc2oc(-c3cc(NC(=O)C(C)C)cc(C)c3O)nc2c1	38%[activator]	5%
c1ccc(-c2nc(-c3ccncc3)n[nH]2)nc1	13%	12%
O=S1(=O)c2ccccc2C(O)C(Cc2ccncc2)N1CCO (stereo not drawn)	0%	-5%
Cc1nn2c(ncc3c(=O)[nH]ccc32)c1-c1ccc(F)cc1	27%	13%
CCOc1ccc(CCNC(=O)C2CCN(C(=O)N3CC(CC)Oc4ccc(C)cc43)CC2)cc1 (stereo not drawn)	u	-4%[57.5 µM]
O=C(Cc1ccc(N2CCCC2=O)cc1)N[C@@H](Cc1ccccc1)c1nc2ccccc2[nH]1	17%	5%
N#CC1(NC(=O)CN(CCCO)CC(F)(F)F)CCCCCC1	7%	-6%
CC1CCN(S(=O)(=O)c2cn(CC(=O)Nc3ccc(F)cc3)c(=O)c3ccccc23)CC1	-3%	-8%
CC(C)(C)C1CCC(C(=O)OCC(=O)c2ccc(Cl)c(Cl)c2)CC1 (stereo not drawn)	11%	-7%
CCc1ccccc1NC(=O)CN(c1ccc(OC)cc1)S(=O)(=O)c1c(C)n[nH]c1C	9%	-6%
Cc1ccc(-c2nc(CS(=O)(=O)CC(=O)NCc3ccc(Cl)cc3)c(C)o2)cc1	-8%	8%
Cc1ccccc1NC(=O)CSC1=NS(=O)(=O)c2ccccc2N1Cc1ccccc1	-5%	12%
CCCCNC(=O)c1cccc(N)c1	-4%	-8%
CCOc1ccc(NC(=O)CC2C(=O)N(c3ccc(Cl)cc3)C(=O)N2Cc2cccs2)cc1 (stereo not drawn)	9%	5%[57.5 µM]
CC(Nc1ccc(-c2nc(-c3ccco3)no2)cc1[N+](=O)[O-])c1ccccc1 (stereo not drawn)	0%	-24%
O=C(O)C(CCCCCCCCCCCO)C(=O)O	-3%	-12%
Cc1cccc(CC(=O)N2CC(=O)Nc3ccc(C)cc3C2c2ccc(F)cc2)c1 (stereo not drawn)	u	-15%
COc1ccc(CNC(=O)CN2C(=O)COc3ccc(S(=O)(=O)N4CCC(C)CC4)cc32)cc1	-6%	9%[57.5 µM]
CCC(=O)Nc1ccc(CC)cc1-c1nc2ccccc2n(CC(=O)Nc2cccc(Cl)c2)c1=O	7%	10%
Cc1ccccc1OCC(=O)Nc1nnc(S(=O)(=O)N2CCCCCC2)s1	13%	-1%
O=S(=O)(c1ccccc1F)N1CCN(Cc2ncc(-c3ccc(F)cc3)o2)CC1	-5%	1%
O=C(Cn1c(SCc2cccc(F)c2)nc2cccnc21)Nc1ccc(F)c(Cl)c1	0%	3%[57.5 µM]
COc1ccccc1CN1CCC(N2CCN(c3ccccc3OC)CC2)CC1	-2%	0%
COC(=O)c1ccc(CNC(=O)COC(=O)Cc2ccc(Cl)cc2)cc1	5%	3%
COC(=O)c1cc(NC(=O)c2nn(C)c3c2COc2ccccc2-3)cc(C(=O)OC)c1	-15%	-1%[57.5 µM]
CCc1ccc(-c2nc3cc(NC(=O)c4cc5ccccc5cc4OC)ccc3o2)cc1	-41%	-14%
COc1cc(NC(=O)Cn2cnc3sc(C)c(S(=O)(=O)N4CCN(C)CC4)c3c2=O)cc(OC)c1OC	-12%	-3%
O=C(Nc1sc2c(c1C(=O)O)CCC2)c1ccco1	-3%	-1%
Cc1ccc(NCc2cc3ccccc3[nH]c2=O)cc1C	-3%	4%
CCCOC(=O)CCCCCCCCC(O)CN1CCCCC1 (stereo not drawn)	-7%	-5%
O=C(NC(Cc1ccccc1)c1ccccc1)C1CCCO1 (stereo not drawn)	5%	9%
CCc1ccccc1N1C(=O)N(Cc2ccc(C#N)cc2)c2ccccc2S1(=O)=O	u	-19%
CCc1cnc2c(c1SCc1ccccc1C)c(=O)n(C)c(=O)n2C	u	-11%
COc1ccccc1CCNC(=O)CCCNc1nc(Cl)nc2nc[nH]c12	5%	-5%
Cc1cc(C(=O)NC(C)c2cccc(Cl)c2)c2cnn(C(C)C)c2n1 (stereo not drawn)	2%	-1%
CCOc1ccccc1C1C(C(=O)Nc2ccccc2OC)=C(C)Nc2nc3ccccc3n21 (stereo not drawn)	18%	-8%
Cc1ccc(-c2nnc(Nc3ccc(O)cc3)c3ccccc23)cc1S(=O)(=O)N1CCOCC1	-3%[57.5 µM]	2%[57.5 µM]
CC(C)=CC1C(C(=O)NNC(=O)C2CC2)C1(C)C (stereo not drawn)	0%	-3%
COc1ccc(C(=O)Oc2ccc3c(=O)c(Oc4cccc(C)c4)coc3c2)cc1OC	1%	7%
Cc1n[nH]c(C)c1S(=O)(=O)Nc1ncn(Cc2ccc(F)cc2)n1	3%	10%
O=C(COc1ccccc1Cl)OCc1cc(=O)n2nc(C3CC3)sc2n1	19%	-6%
COc1ccc(CNC(=O)c2ccc3c(c2)N(Cc2c(F)cccc2Cl)C(=O)CS3)cc1	-17%	-5%
CCCCN(CC)CCCNC(=O)c1sc2nc3n(c(=O)c2c1C)CCCCC3	-9%	2%
O=C(C1=Cc2sc3c(c2CS1)CCCC3)N1CCCCC1	7%	-3%
Oc1ccc2ccccc2c1C=Nc1ccc(F)c(F)c1F	u	u
CCCC(=O)Nc1oc2c(C)cccc2c(=O)c1-c1ccc(OC)c(OC)c1	1%	15%

Three of the entries above in order of the AID inhibitor value, high to low:
Compound	AID inhibitor
CCCCNC(=O)c1cccc(N)c1	-4%
NC(=O)c1ccc(NC(=O)c2ccccc2CSc2nc3ccccc3o2)cc1	-23%
CCc1ccc(-c2nc3cc(NC(=O)c4cc5ccccc5cc4OC)ccc3o2)cc1	-41%

Other entries:
SMILES	AID inhibitor	UDG counter
Cc1ccc(-c2ccc(C(=O)O)cc2)cc1	-5%	-4%
CCc1ccc(-c2[nH]nc3nc(-c4cc(OC)ccc4OC)cc(C(=O)O)c23)cc1	-10%	-2%
COc1ccccc1-c1cc2nc(C)c(CCC(=O)Nc3ccc(Br)c(C)c3)c(C)n2n1	u	-3%
Cc1nnc(NC(=O)c2csc(NC(C)C)n2)s1	-3%	-9%
CC1=C(C(=O)Nc2ccccc2C)C(c2cccnc2)n2nc(SCc3ccccc3F)nc2N1 (stereo not drawn)	-1%	9%
COc1ccc(-c2noc(N3CCC(C(=O)N4CCN(c5ccccc5F)CC4)CC3)n2)cc1	-12%	-9%
CCNC(=S)N(Cc1ccco1)Cc1cccs1	5%	1%
Cc1ccc(CNC(=O)[C@H](Cc2ccccc2)NC(=O)c2ccco2)cc1	-5%	3%
Cc1ccc(N2CC(NC(=O)c3ccc4c(c3)OCO4)CC2=O)cc1 (stereo not drawn)	3%	0%
Oc1c(C(c2ccccc2)N2CCN(c3ccccc3)CC2)sc2nc(-c3ccco3)nn12 (stereo not drawn)	15%	-10%

Filtered by structure: the entries above containing bromine
SMILES	AID inhibitor	UDG counter
CC1=C(C(=O)Nc2cccnc2)C(c2cccc(Br)c2)n2nc(SCc3ccccc3)nc2N1 (stereo not drawn)	-12%	-4%
CCCN1C(=O)C(Cc2nc3ccccc3c(=O)n2CC)c2cc(Br)ccc21 (stereo not drawn)	14%	-11%
COc1ccccc1-c1cc2nc(C)c(CCC(=O)Nc3ccc(Br)c(C)c3)c(C)n2n1	u	-3%

Next part.
SMILES	AID inhibitor	UDG counter
CC1CCC(NC(=O)CCCNC(=O)C(C)(C)C)CC1 (stereo not drawn)	0%	4%
CCN(c1ccc(NC(=O)CN(C)c2ccccc2)cc1)C(C)C	-12%	-13%
Cc1ccc(NC(=O)c2cc3c([nH]c2=O)CC(C)(C)CC3=O)c(C)c1	8%	15%
CCCCCCNC(=O)CCc1c(C)c2ccc(C)cc2oc1=O	3%	2%
CCCCCCc1cc2c3c(c(=O)oc2cc1OCC(=O)OC(C)C)CCCC3	7%	12%
C=Cc1ccc(Cn2c(=O)n(CC3CCC(C(=O)NC(C)C)CC3)c(=O)c3sccc32)cc1 (stereo not drawn)	25%	2%
CC(=O)c1ccc(NC(=O)CSc2nc(-c3ccccc3C)nc3c2c(=O)n(C)c(=O)n3C)cc1	-5%	2%
CC(NC(=O)C1CCN(c2nc3ccccc3nc2C(F)(F)F)CC1)c1ccccc1 (stereo not drawn)	0%	-6%
N#Cc1c[nH]n2c(NC3CCCC3)c(-c3ccc(Cl)cc3)nc12	-7%	-2%
CCN1C(=O)S/C(=C/c2cn(C(C)C)c3ccccc23)C1=O	-1%	1%
O=C(Cn1ncc2ccccc2c1=O)Nc1ncc(Cc2cccc(C(F)(F)F)c2)s1	5%	-3%
Cc1cc(OC(=O)c2ccccc2F)cc(OC(=O)c2ccccc2F)c1	-2%	1%
O=C(C1CCC1)N1CCc2cc(S(=O)(=O)NCCc3ccccc3)ccc21	u	0%
Cc1ccc2occ(CC(=O)N(Cc3ccc(Cl)cc3)Cc3ccco3)c2c1	u	-15%
CC(Sc1nnc(N2CCCCC2)n1-c1ccccc1)c1nc(-c2ccco2)no1 (stereo not drawn)	8%	4%
Cc1ccc(Cl)cc1-n1c(=O)cc(N2CCN(c3ccc(F)cc3)CC2)[nH]c1=O	0%	-2%[57.5 µM]
CC(C)C(=O)Nc1ccc2[nH]cc(C(C(=O)O)N3CCC(Cc4ccccc4)CC3)c2c1 (stereo not drawn)	-1%	18%
Cc1ccc(C(=O)NC(C)c2ccc3c(c2)NC(=O)CO3)s1 (stereo not drawn)	6%	2%
CC(=O)NC12CC3CC(C1)CC(C(=O)N1CCC(CCc4ccc(C)cc4)CC1)(C3)C2	-19%	-12%
CSc1nsc(SCC(=O)NCc2ccccc2)n1	-12%	34%[activator]
O=C(CCc1ncc(-c2ccc(F)cc2F)o1)Nc1ccccc1O	-3%	-5%
COC(=O)C1CCN(Cc2cc(=O)oc3cc(C)c(C)cc23)CC1	3%	1%
Cc1ccc(NC(=O)CCn2c(=O)c3cccn3c3ccccc32)cc1C	3%	-9%[57.5 µM]
O=C(NNC(=O)C1CCCC1)c1ccc(Br)cc1	4%	11%
Cc1cc(=O)oc2cc(OS(=O)(=O)c3cccc(Cl)c3)ccc12	-19%	-4%
Cc1ccc(CN2CCc3nc(N4CCN(c5ccccc5F)CC4)ncc3C2)cc1C	3%	0%
Cc1cccc(-c2nc3c4ccccc4n(CC(=O)Nc4cc(F)ccc4F)c(=O)n3n2)c1	-2%	-7%[57.5 µM]
CCOc1cc(/C=C2/NC(=O)NC2=O)ccc1OCc1cccc(F)c1	-8%	-5%
CCCCOc1ccccc1Cn1c(=O)sc2ccccc21	-19%	-5%
